Assay outcomes as filed in PubChem.
HTRA1 inh = inhibitors of human serine peptidase HTRA1 | Q92743 | recombinant HTRA1, FP-rhodamine activity-based probe, fluorescence polarization | inhibition, % at 5.96 µM | 0.5% of 340,000 active; in the data active = inhibition above about 36%;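 also: 0% = enzyme with DMSO and 100% = wells lacking enzyme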
Target sequence (Q92743 whole entry, looked up): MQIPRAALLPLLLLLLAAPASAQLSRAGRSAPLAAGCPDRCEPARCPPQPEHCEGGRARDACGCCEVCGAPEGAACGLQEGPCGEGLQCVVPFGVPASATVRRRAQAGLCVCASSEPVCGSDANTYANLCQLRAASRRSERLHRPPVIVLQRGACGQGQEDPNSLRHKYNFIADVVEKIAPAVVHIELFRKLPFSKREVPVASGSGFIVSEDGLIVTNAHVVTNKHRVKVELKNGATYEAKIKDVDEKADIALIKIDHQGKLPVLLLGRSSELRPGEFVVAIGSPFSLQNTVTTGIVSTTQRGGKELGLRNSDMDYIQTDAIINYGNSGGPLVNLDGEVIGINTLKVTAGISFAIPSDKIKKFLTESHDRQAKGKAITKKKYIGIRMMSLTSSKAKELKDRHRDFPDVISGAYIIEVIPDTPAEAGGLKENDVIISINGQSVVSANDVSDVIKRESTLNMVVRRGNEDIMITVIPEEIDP
PRMT1 inh = blocks human protein arginine methyltransferase 1 | inhibition, % at 2.79 µM | Q99873 | recombinant PRMT1, activity-based probe fluorescence polarization | AID 652257 | 1.3% of 370,000 active;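 active = inhibition above about 21% made by adding two undisclosed values, limit read from the data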
TCR CD3 inh = human TCR-CD3 binding inhibition | TAMRA-labeled TCR probe fluorescence, biochemical | inhibition, % at 9.4 µM | 0.37% of 360,000 active; in the data active = inhibition above about 19%;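 also: recombinant mutant TCR 2C K166C tagged with TAMRA read by polarization; 0% = receptor in buffer alone and 100% = receptor with positive control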
MBD2 inh = blocks human MBD2 binding to methylated DNA. TR-FRET, MBD2 binding to methylated oligonucleotide. 0.31% of 370,000 active. inhibition, % at 4.4 µM; in the data active = inhibition above about 13%
TDP2 absorb = TDP2 (human) inhibition, absorbance primary screen | 0.34% of 370,000 active | inhibition, % at 12.8 µM | recombinant TDP2, T5PNP hydrolysis, p-nitrophenol absorbance 415 nm;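 active = inhibition above the mean of all tested compounds plus 3 SD, set per campaign, cut at about 25% in these data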;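 also: 0% = DMSO with enzyme and 100% = buffer with substrate but no TDP2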
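Evaluation: % inhibition relative to enzyme-containing and enzyme-free wells. Material: recombinant human TDP2. Benchmarks: enzyme-free and DMSO wells. Timing: enzyme reaction with compound for 2 h at 37 °C. Compound dosing: 12.8 µM only. Measured by: p-Nitrophenol epi absorbance. Reagent: T5PNP substrate at 5 mM, a TopII-DNA adduct mimic. Replication: single well per compound.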
LEDGF integ inh = blocks HIV-1 LEDGF/p75-dependent DNA integration; AID 743269; 0.64% of 370,000 active; TR-FRET IN-LEDGF/p75 DNA integration, Eu/Cy5; inhibition, % at 3.7 µM;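 active = inhibition above the screen-wide mean plus 3 SD, cut at about 13% in these data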;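 also: signal is the Cy5 over europium emission ratio at 671 and 618 nm; 0% = plate median of compound wells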
NPR2 activator = GC-B (human) receptor activation | 0.11% of 370,000 active | activation, % at 10 µM | HEK293-GC-B cells, CNP EC30, cGMP TR-FRET; 0% at EC30 CNP, 100% saturating CNP;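 active = activation at 10 µM reaching about 35% in either raw or pattern-adjusted values, limit read from the data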
SIAE inh = inhibitors of human sialic acid acetylesterase SIAE; SIAE FP-Rh probe binding, fluorescence polarization; inhibition, % at 9.66 µM; 0.69% of 370,000 active; AID 1053197;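 active = inhibition above a cutoff: mean of compounds within the control limits plus 3 SD of those, cut at about 17% in these data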;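 also: 0% = plate median of compound wells and 100% = probe without SIAE protein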
Target sequence (Q9HAT2 whole entry, looked up): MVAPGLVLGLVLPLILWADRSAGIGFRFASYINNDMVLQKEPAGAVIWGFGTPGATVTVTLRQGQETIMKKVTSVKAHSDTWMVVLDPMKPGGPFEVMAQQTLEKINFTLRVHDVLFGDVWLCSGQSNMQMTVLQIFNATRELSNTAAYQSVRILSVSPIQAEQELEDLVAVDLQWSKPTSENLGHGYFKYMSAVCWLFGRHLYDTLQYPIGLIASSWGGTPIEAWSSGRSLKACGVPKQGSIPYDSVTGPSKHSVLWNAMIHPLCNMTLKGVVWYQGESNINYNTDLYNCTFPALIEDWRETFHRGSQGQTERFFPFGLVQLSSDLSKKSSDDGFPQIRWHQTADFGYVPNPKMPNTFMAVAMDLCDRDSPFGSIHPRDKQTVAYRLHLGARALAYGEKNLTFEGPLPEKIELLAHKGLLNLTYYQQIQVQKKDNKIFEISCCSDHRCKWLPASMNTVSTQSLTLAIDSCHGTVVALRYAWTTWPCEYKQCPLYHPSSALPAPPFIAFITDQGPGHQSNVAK
rCAG binder = r(CAG) repeat RNA binding; TO-PRO-1 dye displacement fluorescence; inhibition, % at 3 µM; 1.3% of 370,000 active;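 active = inhibition above the plate cutoff, the mean of all test compounds on that plate plus 3 SD, cut at about 35% in these data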;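 also: 0% = DMSO alone and 100% = 100 µM mitoxantrone as full dye displacement; higher means more dye released from RNA so lower well fluorescence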
ABHD4 inh = inhibits mouse alpha/beta hydrolase domain 4. 0.54% of 370,000 active. inhibition, % at 8.92 µM. purified mABHD4, FP-Rh probe fluorescence polarization;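 active = inhibition exceeding the mean over every tested compound plus 3 SD, cut at about 30% in these data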;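 also: 0% = plate median of compound wells and 100% = S159A mutant with DMSO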
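Assay system: wild-type mouse ABHD4 protein; compound: single nominal dose of 8.92 µM, 0.89% DMSO final; schedule: 45 min + 60 min at 25 °C; measured by: FP readout, ex 525 nm / em 598 nm; evaluation: % inhibition of FP-Rh probe binding versus controls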
Active calls of the source: *; · = no result given. Some of the compounds tested; rates above refer to the full screens.

SMILES	HTRA1 inh	PRMT1 inh	TCR CD3 inh	MBD2 inh	TDP2 absorb	LEDGF integ inh	NPR2 activator	SIAE inh	rCAG binder	ABHD4 inh
COc1cccc(CNC(=O)CCS(=O)(=O)c2ccc3c(c2)CC(C)N3C(=O)C2CC2)c1 (stereo unspecified)	-2	0	-7	2	-7	-6	0	-1	-2	2
O=C(NC(Cc1ccccc1)c1nc2ccccc2[nH]1)c1cccc([N+](=O)[O-])c1 (stereo unspecified)	-17	2	-1	-4	1	1	3	1	3	6
NC(=S)Nc1cccc2[nH]ccc12	-8	2	-7	0	-1	-3	4	4	-2	3
COc1ccc2c(c1OC)C(=O)N(c1ncn[nH]1)C2	-1	-1	4	-3	-10	-2	0	4	1	8
N#Cc1c(-c2cccs2)cc(-c2ccccn2)nc1N	-2	2	2	-4	-2	3	2	2	5	-3
COC(=O)c1sccc1NC(=S)N1CCN(c2cccc(C)c2C)CC1	4	1	-6	3	11	-1	-2	-5	4	6
CC(=O)OC1COC(n2ccc3cc([N+](=O)[O-])ccc32)C(OC(C)=O)C1OC(C)=O (stereo unspecified)	3	0	-4	4	-3	-2	-1	4	-3	3
CC(C)(C)c1ccc(-c2cnco2)cc1	6	-3	6	0	-2	2	3	2	1	2
Cc1[nH]n(-c2ccccc2)c(=O)c1N=Nc1cccc(S(=O)(=O)N2CCOCC2)c1	1	-3	8	-1	2	-1	-6	-2	1	5
Cc1ccc(C)c(N=C2NC(=O)CS2)c1	1	-2	-5	4	-2	-11	-7	-2	1	0
Cc1ccc(C)c(OC(=O)CN2C(=O)c3ccccc3C2=O)c1	0	-3	7	1	2	-1	-2	5	-7	0
Cc1ccc(C(=O)c2ccc(N3CCN(C)CC3)c([N+](=O)[O-])c2)cc1	-5	0	2	-1	-12	3	0	-7	-1	8
CC(C)CCn1c(SC(C)C(=O)NC2CC2)nc2ccccc2c1=O (stereo unspecified)	-2	-3	5	-2	-2	2	2	7	-3	5
Cc1ccc2cc(CN(c3ccccc3C)S(=O)(=O)c3ccccc3)c(=O)[nH]c2c1	-8	2	-1	-1	5	1	3	9	3	-6
CCOCCCNC(=O)Cc1ccc(Br)cc1	2	-1	-4	3	-2	-5	2	-1	0	4
CCCCC(CC)C(=O)Nc1ccc(Cl)cn1 (stereo unspecified)	-8	0	5	0	-4	-2	-4	-2	-3	-4
O=C1NC[C@@H](CCCCN2C[C@H](Cc3ccccc3)N(CCc3ccccc3)C(=O)C2=O)N(CCc2ccccc2)C1=O	·	-4	5	0	-10	8	2	0	0	-2
CCN(CC)C(=O)c1c[nH]c2ccc(S(=O)(=O)Nc3cc(C)cc(C)c3)cc2c1=O	-6	-1	3	-1	-1	2	3	-3	4	-2
Cc1[nH]c2ccccc2c1C(=O)C(=O)NC1CC(=O)N(c2ccc(F)cc2)C1 (stereo unspecified)	-6	1	-1	1	3	-5	-2	1	0	-2
Cc1ccc(S(=O)(=O)N(C)CC(=O)OCC(=O)Nc2ccccc2)cc1	-3	5	-7	2	4	-4	1	-4	-4	3
Cc1ccc(Cn2nnc3c2-c2cc(F)ccc2S(=O)(=O)N(C(C)(C)C)C3)cc1	·	-4	·	3	-16	2	0	4	3	-9
O=C(NCc1cccnc1)c1ccc(-c2cc3ccccc3oc2=O)cc1	-2	2	-2	-3	0	-3	-4	-6	-1	-5
COC(=O)c1c(NC(=O)C2CC=CCC2C(=O)O)sc(C(N)=O)c1C (stereo unspecified)	-2	5	11	4	-2	0	0	-6	12	3
CC1CCCCN1C(=O)CN1C(=O)NC2(CCCCC2C)C1=O (stereo unspecified)	5	1	-5	0	8	0	-5	-6	0	0
Cn1c(N)c(C(=O)c2ccc(Cl)cc2)c(=O)n(C)c1=O	-2	3	9	4	-1	1	-7	-16	3	5

Continued:
SMILES	HTRA1 inh	PRMT1 inh	TCR CD3 inh	MBD2 inh	TDP2 absorb	LEDGF integ inh	NPR2 activator	SIAE inh	rCAG binder	ABHD4 inh
CC(=O)N=Nc1[nH]c(N)c2ccccc12	4	0	7	1	8	-1	-1	5	2	-2
C=CCN=C1NC(CCc2ccccc2)C(C(=O)OC)=C(C)N1C (stereo unspecified)	·	1	-3	4	10	-3	-3	1	4	10
CC(=O)N1CCOc2ccc(S(=O)(=O)N3CCCC(C)C3)cc21 (stereo unspecified)	1	5	2	-5	2	8	0	5	2	0
COc1ccc(N2C(=O)CC(C)(C)CC2=O)cc1OC	-1	5	-9	-2	-4	-3	4	-3	-3	-2
O=C(Cc1ccccc1)Nc1ccc(S(=O)(=O)N2CCCC2)cc1	1	3	-1	-1	-15	-2	2	-7	3	-2
Cc1ccsc1CN(C)c1ncnc2ccc(-c3ccoc3)cc12	·	1	7	-7	6	8	1	-5	13	7
COc1ccc(CCNC(=O)C(=O)Nc2ccc3nc4n(c(=O)c3c2)CCCCC4)cc1OC	-9	1	-2	-2	-6	-2	2	0	8	-4
O=[N+]([O-])c1cnccc1-n1nnc2ccccc21	·	3	-4	1	0	-1	-7	1	1	10
CCOc1ccc(C(C)C)cc1S(=O)(=O)n1ccnc1C	7	-2	-3	1	4	5	4	1	-5	-1
CN(C)S(=O)(=O)c1cccc(COC(=O)C2=COCCO2)c1	2	0	-2	2	0	0	7	1	-4	8
C=CCn1c(SCC(=O)Nc2ccc(C(=O)OCC)cc2)nnc1-c1sc(N)nc1C	0	0	-6	4	8	3	0	1	-5	0
O=C(NC1CC2CCCC(C1)N2S(=O)(=O)c1ccccc1)c1ccccc1 (stereo unspecified)	5	-4	-1	3	9	1	1	0	-10	-4
Cc1ccc(S(=O)(=O)n2cc(CO)c3ccccc32)cc1	-7	-3	3	-5	-9	-5	3	-9	-2	-9
COc1ccc(CC(=O)NNC(=O)c2ccccc2)cc1OC	-1	-4	5	3	4	-2	2	0	4	-1
O=C(NCCc1ccc(Cl)cc1Cl)c1ccc2nc[nH]c2c1	-9	-4	-5	-2	-16	-6	-7	-7	-3	-14
CCN1C(=O)[C@H]2[C@@H](c3ccc(OC)cc3)N[C@]3(CCCN(Cc4ccc(C)cc4)C3=O)[C@H]2C1=O	2	6	-2	-3	-1	-2	-2	3	0	5
Cc1cc(NS(=O)(=O)c2ccc(NC(=O)CCSc3ccc(F)cc3)cc2)nc(C)n1	5	0	2	0	-4	0	3	0	8	-6
Cc1cc(C)n(-c2ccc(C(=O)NCC(c3ccco3)N3CCCC3)cc2)n1 (stereo unspecified)	-2	8	-8	4	-14	-2	0	4	3	-14
Cc1noc(C)c1S(=O)(=O)N(C)C[C@H]1Oc2c(NC(=O)NC3CCCCC3)cccc2C(=O)N([C@H](C)CO)C[C@@H]1C	2	0	2	0	-7	-2	4	-1	-4	2
c1nc(NCCN2CCOCC2)c2sc3nc(N4CCOCC4)c4c(c3c2n1)CCC4	-5	-2	-11	0	-1	0	10	-2	0	-4
O=C(CCCCCN1C(=O)c2cccc3cccc(c23)C1=O)NCCCO	3	-2	2	-6	-13	-1	-1	8	-4	-6
Cc1ccc(C(=O)Nc2ccc(N3CCOCC3)c3nonc23)cc1[N+](=O)[O-]	9	0	4	-3	16	2	1	11	9	11
CC(=O)c1ccc(N2CCN(c3ccc(S(=O)(=O)NCCCN(C)C)cc3[N+](=O)[O-])CC2)cc1	3	-5	-1	-6	3	5	-7	5	10	0
CC(C)OP(=O)(OC(C)C)C(Nc1ccc(C(=O)O)cc1)c1ccccc1 (stereo unspecified)	-2	-1	-1	2	-12	2	4	4	4	2
COc1ccc(OC)c(NC(=O)Cn2cc(C=O)c3ccccc32)c1	-3	2	2	5	-13	-9	-13	1	4	-6

Next records follow:
SMILES	HTRA1 inh	PRMT1 inh	TCR CD3 inh	MBD2 inh	TDP2 absorb	LEDGF integ inh	NPR2 activator	SIAE inh	rCAG binder	ABHD4 inh
O=C(COc1ccc(-c2nnco2)cc1)Nc1ccc(C(F)(F)F)cc1	-6	-3	-7	-2	-6	0	-3	-2	2	-13
CCN(CC)c1cc(NCCO)c([N+](=O)[O-])c2nonc12	-2	-3	4	-14	-2	2	1	0	-2	0
COc1cccc(NC(=O)COC(=O)COc2cccc3c2OC(C)(C)C3)c1	5	2	-6	0	4	0	-4	2	-6	3
CCO[C@@H]1OC(C(=O)NCc2ccccc2)=C[C@H](C)[C@H]1CCCO	4	-2	-3	3	6	1	7	1	-4	-2
O=C(COc1ccc([N+](=O)[O-])cc1)Nc1ccc2c(c1)CCC2	-1	3	-5	2	5	0	-3	0	7	-10
Cc1ccc(S(=O)(=O)N2CCN(C(=O)C3Cc4ccccc4CN3C(=O)c3ccco3)CC2)cc1 (stereo unspecified)	-5	6	2	-3	1	1	-1	0	3	6
Cc1c(C(=O)OC(C)C)[nH]c2c1C(=O)CCC2	-5	1	0	0	6	-1	-1	1	1	-11
COc1ccccc1NC(=O)NC1(C(=O)N2CCCCC2)CCCCC1	0	1	2	1	15	1	-4	5	-1	5
COc1ccc(C(=O)NCCS(=O)(=O)NC(C)c2ccccc2)cc1 (stereo unspecified)	4	-4	-3	0	-4	2	2	-5	2	-3
CCOc1cccc(C(=O)N(Cc2cccc(F)c2)C2CCS(=O)(=O)C2)c1 (stereo unspecified)	-1	1	6	-1	-3	-3	-9	-3	-2	4
COc1ccc(NC(=O)c2ccc(COc3ccccc3)o2)cc1	-11	2	-5	3	-4	0	0	-5	-4	-2
O=C(COC(=O)c1ccccc1Br)NCCN1C(=O)CSC1=O	6	1	2	-1	0	-2	0	0	1	-6
Nc1nonc1C(=Nc1ccccc1)NO	1	-2	1	0	-1	0	-4	-3	3	-4
CCOC(=O)C1CCN(S(=O)(=O)CCNC(=O)c2cccc(OC)c2)CC1	-2	6	-10	-1	-13	-6	-2	1	-8	-6
O=S(=O)(Nc1ccc(N2CCOCC2)cc1)c1cc(Cl)ccc1Cl	2	-3	3	-6	5	1	4	7	0	1
CCc1ccc(C(C)NC(=O)c2ccncc2)cc1 (stereo unspecified)	0	-5	-3	7	-5	1	0	-8	3	-8
CCOc1ccc(N(C(=O)c2cnccn2)C(C(=O)NC2CCCCC2)c2ccc(O)cc2)cc1 (stereo unspecified)	3	-1	-1	1	-14	1	4	2	-4	-2
O=c1[nH]c(=O)c2nnc(N/N=C/c3ccccc3F)nc2[nH]1	5	3	-1	-3	-20	-1	6	-5	3	4
Cc1cccc(C)c1NC(=O)C(c1cccc2ccccc12)n1c(=O)c(-c2cc3ccccc3[nH]2)nc2ccccc21 (stereo unspecified)	·	2	4	1	9	0	0	-41	20	-2

Reformatted: three of the compounds above
> CCN(CC)c1cc(NCCO)c([N+](=O)[O-])c2nonc12
  HTRA1 inh: -2 | PRMT1 inh: -3 | TCR CD3 inh: 4 | MBD2 inh: -14 | TDP2 absorb: -2 | LEDGF integ inh: 2 | NPR2 activator: 1 | SIAE inh: 0 | rCAG binder: -2 | ABHD4 inh: 0

> COc1ccccc1NC(=O)NC1(C(=O)N2CCCCC2)CCCCC1
  HTRA1 inh: 0 | PRMT1 inh: 1 | TCR CD3 inh: 2 | MBD2 inh: 1 | TDP2 absorb: 15 | LEDGF integ inh: 1 | NPR2 activator: -4 | SIAE inh: 5 | rCAG binder: -1 | ABHD4 inh: 5

> Nc1nonc1C(=Nc1ccccc1)NO
  HTRA1 inh: 1 | PRMT1 inh: -2 | TCR CD3 inh: 1 | MBD2 inh: 0 | TDP2 absorb: -1 | LEDGF integ inh: 0 | NPR2 activator: -4 | SIAE inh: -3 | rCAG binder: 3 | ABHD4 inh: -4
